CHO-K1 Ca PAM: nonselective calcium activators in parental CHO-K1 cells, primary screen, counter-screen for M1 PAM project, cell-based, Fluo-8 calcium fluorescence, full deck, 1536-well | ATP EC20; 0% at ATP EC20, 100% at ATP max | activation, % at 3 µM | 0.02% of 360,000 active;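 active = activation above the run cutoff, the mean activation of all test compounds plus 3 SD, cut at about 40% in these data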;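 note: peak over basal fluorescence ratio in a 140 s read after ATP addition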
CHO-K1 Ca ag: counter-screen for M1 agonists: effect in parental CHO-K1 cells; 0.48% of 360,000 active; activation, % at 3 µM; Fluo-8 calcium fluorescence; scaled to maximal ATP response, vehicle zero; AID 602248, 2012; in the data active = activation above about 15%;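 note: untransfected CHO-K1 host cells lacking M1 receptor as counterscreen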
CHRM1 antagonist: human M1 muscarinic receptor antagonists, primary screen, CHO-K1 cells, Fluo-8 calcium fluorescence, 1536-well; 1.3% of 360,000 active; inhibition, % at 3 µM; CHO-K1 hM1, ACh EC80 antagonist; AID 588852, 2011;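 active = percent inhibition above its own plate's cutoff, namely the mean of that plate's compound wells plus 3 SD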;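 note: peak over basal fluorescence ratio during 140 s after agonist addition; 0% = ACh EC80 plus DMSO and 100% = DMSO alone without agonist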
Target sequence (P11229 whole entry, looked up): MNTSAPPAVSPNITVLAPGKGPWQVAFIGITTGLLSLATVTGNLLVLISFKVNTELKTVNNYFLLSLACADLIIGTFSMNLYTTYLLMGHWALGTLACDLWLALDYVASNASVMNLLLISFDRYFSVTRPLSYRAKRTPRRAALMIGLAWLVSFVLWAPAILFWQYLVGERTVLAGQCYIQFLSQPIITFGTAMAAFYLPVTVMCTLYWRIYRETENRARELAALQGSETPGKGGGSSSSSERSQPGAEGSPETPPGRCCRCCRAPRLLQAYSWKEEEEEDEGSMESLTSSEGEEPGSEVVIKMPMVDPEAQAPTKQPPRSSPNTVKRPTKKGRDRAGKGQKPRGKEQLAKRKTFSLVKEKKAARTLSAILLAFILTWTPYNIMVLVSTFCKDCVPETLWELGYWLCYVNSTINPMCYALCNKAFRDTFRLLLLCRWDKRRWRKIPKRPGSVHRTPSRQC
OXTR potentiator: human OXTR potentiators, primary screen, fluorescence, CHO-OTR cells, Fluo-8 calcium | Oxytocin receptor (Homo sapiens), P30559 | Fluo-8 calcium fluorescence, potentiator mode; 0% = oxytocin EC15, 100% = EC100 | activation, % at 3 µM | 0.061% of 320,000 active | AID 2445, 2010;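 active = activation above that plate's cutoff, the mean activation of tested compounds plus 3 SD, cut at about 6.6% in these data, passing the limit was not always enough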;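 note: 100% uses oxytocin at 75 nM as the full agonist control; some results filed as inactive read as strong as hits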
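Assay system: CHO cell line stably expressing human OTR | Also added: Oxytocin at about EC15, sub-maximal agonist stimulus | Times: Compound 6 min at room temperature before oxytocin, 100 s read | Measured by: Fluo-8 intracellular calcium fluorescence, ex 470-495, em 515-575 nm | Controls: EC15 oxytocin alone as 0%, 75 nM oxytocin as 100%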
CHRM1 agonist: human M1 muscarinic receptor agonists, primary screen, Fluo-8 calcium fluorescence, CHO-K1 cells, HTS; Muscarinic acetylcholine receptor M1 (Homo sapiens), P11229; CHO-K1 hM1, agonist mode; 0% DMSO, 100% acetylcholine EC100; activation, % at 3 µM; 0.33% of 360,000 active;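 active = activation above the run's mean compound activation plus 3 SD, cut at about 16% in these data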;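 note: peak over basal fluorescence ratio within a 140 s kinetic read after compound addition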
TAAR1 antagonist: human TAAR1 antagonists, primary screen, Fluo-8 calcium fluorescence, CHO RD-HGA16 cells; antagonist; 1.5% of 360,000 active; inhibition, % at 3 µM; Trace amine-associated receptor 1 (Homo sapiens), Q96RJ0;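 active = inhibition above a per-plate cutoff, the mean inhibition of test compounds on that plate plus 3 SD, cut at about 49% in these data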;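 note: 0% = DMSO plus EC80 beta-PEA response and 100% = DMSO alone without agonist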
Target sequence (Q96RJ0 whole entry, looked up): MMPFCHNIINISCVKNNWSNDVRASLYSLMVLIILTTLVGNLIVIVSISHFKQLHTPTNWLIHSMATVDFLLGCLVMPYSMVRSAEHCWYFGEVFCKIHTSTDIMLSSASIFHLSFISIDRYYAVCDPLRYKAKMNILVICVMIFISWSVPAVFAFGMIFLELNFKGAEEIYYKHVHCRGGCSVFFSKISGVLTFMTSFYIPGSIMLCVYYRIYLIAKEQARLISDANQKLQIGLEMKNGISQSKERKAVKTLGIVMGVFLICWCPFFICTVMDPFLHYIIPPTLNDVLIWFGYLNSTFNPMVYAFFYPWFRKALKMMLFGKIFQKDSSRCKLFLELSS
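test system = CHO RD-HGA16 cells bearing hTAAR1 | replication = singlicate | controls = DMSO-only wells and EC80 β-PEA-stimulated wells | reagent = EC80 β-phenethylamine stimulus | read-out basis = percent inhibition of PEA-evoked calcium signal, max/basal emission ratio | schedule = seeding 17-24 h prior, 75-min 37 °C, 30-min RT dye loading | signal = kinetic Fluo-8 calcium fluorescence measurement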
TAAR1 agonist: human TAAR1 agonists, primary screen, Fluo-8 calcium fluorescence, CHO RD-HGA16 cells. activation, % at 3 µM. 0.99% of 360,000 active. vehicle wells 0%, saturating PEA agonist 100%. Trace amine-associated receptor 1 (Homo sapiens), Q96RJ0;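 active = activation above the mean activation of all test compounds in the run plus 3 SD, cut at about 38% in these data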
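Test system: RD-HGA16 (CHO) cells co-expressing Gα16 and hTAAR1; dosing: one-point dosing at 3 µM (nominal); timing: 17-24 h seeding, 75 min 37 °C dye, 30 min RT; signal: kinetic Fluo-8 calcium fluorescence; read-out basis: % activation relative to PEA EC100 response; controls: DMSO and PEA EC100; replicates: n 1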
CHO parental Ca: ATP-evoked calcium signal inhibitors, parental CHO, primary screen, counter-screen for OX1R antagonist project, cell-based, fluorescence, Fluo-8 calcium dye; parental CHO-K1, ATP-induced calcium, Fluo-8 fluorescence; inhibition, % at 5.6 µM; 0.63% of 330,000 active; AID 463079, 2010;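 active = inhibition above that plate's mean sample inhibition plus 3 SD, cut at about 26% in these data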;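 note: 0% = ATP-challenged DMSO wells and 100% = DMSO wells without ATP; some compounds past the cut are filed as inactive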
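Assay system: untransfected parental CHO cell line. Also added: ATP agonist challenge. Dosing: one dose, 5.6 µM nominal. Measured by: Fluo-8 fluorescence. Read-out: % inhibition. Benchmarks: ATP wells versus no-ATP DMSO wells. Repeats: no replicates.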
CHO-K1 Ca antag: M1 antagonist counterscreen hit in parental CHO-K1 cells. 0.6% of 360,000 active. ATP-induced calcium, Fluo-8 fluorescence. AID 602250. inhibition, % at 3 µM;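 active = inhibition above a per-plate cutoff, the plate's mean sample inhibition plus 3 SD, cut at about 24% in these data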;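 note: 0% = DMSO plus EC80 ATP and 100% = DMSO alone without ATP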
* hit, by the source's call; . = not tested or not shown.

SMILES	CHO-K1 Ca PAM	CHO-K1 Ca ag	CHRM1 antagonist	OXTR potentiator	CHRM1 agonist	TAAR1 antagonist	TAAR1 agonist	CHO parental Ca	CHO-K1 Ca antag
CC(/C=C/c1ccccc1)=N\NC(=O)c1ccncc1	-9	0.3	-6	-2	-5	-3	4	-7	-8
CC(C)C(=O)n1nc(-c2cccnc2)nc1NCc1ccc(F)cc1	6	1.3	-7	-19	-4	-3	5	-15	-21
CCOC(=O)C(=O)Nc1ccccc1C#N	17	2.5	-11	0	-4	-7	4	1	-6
CCN(CC(=O)NCc1ccc(Cl)cc1)C(=O)COc1cccc(Cl)c1	2	1.9	-10	-11	-4	-26	2	-20	-12
CCc1ccc(C2CC(c3ccc(C)cc3)Nc3nc(N)nn32)cc1 (stereo not given)	-10	-0.3	-5	-5	-2	-24	3	-8	17
COc1cc(C(=S)N2CCCC2)cc(Cl)c1OCC(=O)Nc1ccc(C)cc1C	29	1.7	3	-7	-10	-11	-2	-21	-9
O=C(NCc1ccco1)c1csc2c1CCCC2	9	-0.8	-5	-8	-10	0	0	-11	-2
CCN(C(=O)CCCC(=O)N(CC)c1ccccc1)c1ccccc1	23	0.7	-6	-14	-4	-14	2	-2	-6
O=C(Cc1ccccc1)NCC(=O)OCC(=O)c1ccc(Cl)cc1	-25	0.1	21	-5	0	-24	2	-9	1
COc1cccc(NC(=O)N2CCCC(C(=O)NC3CCCCC3C)C2)c1 (stereo not given)	18	0.1	-6	-1	-4	5	-3	-16	-16
CCN(C(=O)CSc1nc2c(cnn2-c2ccccc2)c(=O)[nH]1)C1CCS(=O)(=O)C1 (stereo not given)	10	0.3	-6	-5	-6	-16	1	-1	-1
Cc1ccc(NC(=O)CCn2c(=O)c3cccn3c3ccccc32)cc1C	-7	3.6	3	-10	-10	16	1	-23	-3
O=c1[nH]c(C2CCCN(S(=O)(=O)Cc3ccccc3)C2)nc2c1nnn2Cc1cccc(Cl)c1 (stereo not given)	18	1.0	-11	-4	-1	-33	0	-24	-11
COc1cccc(CN2CCC(Oc3ccc(C(=O)N4CCCCC4)cc3)CC2)c1O	32	3.4	-5	7	-5	-22	3	-21	-17
O=C(NC(=S)NCc1cccnc1)c1cc2ccccc2o1	8	0.4	3	-5	-2	-2	4	-15	0
CCn1nc(NS(=O)(=O)c2ccccc2[N+](=O)[O-])c2cc3ccc(C)cc3nc21	-1	-0.4	-20	-9	-3	.	.	-10	-6
C/C(=N\NC(=O)CC1N=C(Cc2ccccc2)NNC1=O)c1ccc(Br)cc1 (stereo not given)	17	2.7	-5	0	-3	-35	0	-23	-13
CO/N=C(/C(=O)N[C@@H]1C(=O)N2C(C(=O)O)=CCS[C@H]12)c1cnc(N)s1	20	0.7	-20	-3	-2	.	.	-4	-9
COc1ccc(NC2=NC(=S)N(c3ccc(C)cc3)C23CCCCC3)cc1	16	0.5	-13	-8	-1	-7	1	-12	-3
Oc1ccc2ccccc2c1CNc1ccc(Br)cn1	6	0.2	-11	-6	-4	46	3	-2	-6

Sorted by number of heavy atoms (high to low): part of the list above.
SMILES	CHO-K1 Ca PAM	CHO-K1 Ca ag	CHRM1 antagonist	OXTR potentiator	CHRM1 agonist	TAAR1 antagonist	TAAR1 agonist	CHO parental Ca	CHO-K1 Ca antag
O=c1[nH]c(C2CCCN(S(=O)(=O)Cc3ccccc3)C2)nc2c1nnn2Cc1cccc(Cl)c1 (stereo not given)	18	1.0	-11	-4	-1	-33	0	-24	-11
CCN(C(=O)CSc1nc2c(cnn2-c2ccccc2)c(=O)[nH]1)C1CCS(=O)(=O)C1 (stereo not given)	10	0.3	-6	-5	-6	-16	1	-1	-1
CCn1nc(NS(=O)(=O)c2ccccc2[N+](=O)[O-])c2cc3ccc(C)cc3nc21	-1	-0.4	-20	-9	-3	.	.	-10	-6
Cc1ccc(NC(=O)CCn2c(=O)c3cccn3c3ccccc32)cc1C	-7	3.6	3	-10	-10	16	1	-23	-3
CCN(CC(=O)NCc1ccc(Cl)cc1)C(=O)COc1cccc(Cl)c1	2	1.9	-10	-11	-4	-26	2	-20	-12
CO/N=C(/C(=O)N[C@@H]1C(=O)N2C(C(=O)O)=CCS[C@H]12)c1cnc(N)s1	20	0.7	-20	-3	-2	.	.	-4	-9
O=C(NC(=S)NCc1cccnc1)c1cc2ccccc2o1	8	0.4	3	-5	-2	-2	4	-15	0
CC(/C=C/c1ccccc1)=N\NC(=O)c1ccncc1	-9	0.3	-6	-2	-5	-3	4	-7	-8
CCOC(=O)C(=O)Nc1ccccc1C#N	17	2.5	-11	0	-4	-7	4	1	-6

More compounds follow:
SMILES	CHO-K1 Ca PAM	CHO-K1 Ca ag	CHRM1 antagonist	OXTR potentiator	CHRM1 agonist	TAAR1 antagonist	TAAR1 agonist	CHO parental Ca	CHO-K1 Ca antag
CC(=O)Nc1ccc(C(=O)NN2C(=O)c3ccccc3C2=O)cc1	1	0.7	-12	-12	-4	-2	0	-3	-8
O=C(CSc1nnnn1C1CCCCC1)N1CCN(C(=O)c2ccco2)CC1	5	-0.2	-1	-10	-7	-9	4	-15	-11
COC(=O)c1cc(=O)n(Cc2ccc(OC)cc2)c(=NCc2ccc(OC)cc2)s1	12	0.9	0	1	-5	-4	8	-14	-9
CC[n+]1c(/C=C/c2ccc(OC(C)=O)c(OC)c2)ccc2ccccc21	9	0.9	0	.	-11	-2	0	.	-14
CN1CCN(c2cc(=O)n(C3CCCCC3)c(=O)[nH]2)CC1	5	0.3	7	-4	-3	-5	2	-7	17
Nc1c(Cl)cc(-c2csc(NCCc3nc4cc(Cl)c(Cl)cc4n3CCCO)n2)cc1Cl	3	0.9	7	-12	-3	47	14	-14	-11
C=CCOc1ccccc1/C=N/NC(=O)c1ccc(Cl)cc1Cl	21	0.9	-6	-6	-9	-1	2	-8	-7
O=C(O)c1cc(NC(=O)c2cccc(F)c2)cc(NC(=O)c2cccc(F)c2)c1	-3	0.6	-12	-9	-3	-25	0	-7	0
O=C(O)C1SCCN1S(=O)(=O)c1ccc(N=NN2CCOCC2)cc1 (stereo not given)	-13	-0.5	-2	-4	-2	2	3	-5	23
Cc1ccc(-n2ncc3c(NCCCn4ccnc4)ncnc32)c(C)c1	8	0.3	-7	-3	-8	-25	-1	-6	-3
CCCCCN(C(=O)CCC(=O)OCC(=O)N(CC)C1CCCCC1)c1c(N)n(CCCC)c(=O)[nH]c1=O	24	0.6	-17	-6	-6	-3	-1	0	-11
CN1CCc2ccccc2C1Cc1ccccc1NC(=O)c1sc2ccccc2c1Cl (stereo not given)	-9	-0.2	-4	5	-5	-9	-2	-25	3
Cc1cc(NC(=O)COc2ccccc2C)ccc1NC(=O)c1cccs1	-5	1.1	4	-9	0	16	2	-25	2
CCOc1ccc(-c2cc(C(=O)NCc3ccc(F)cc3)[nH]n2)c(C)c1	-4	0.9	7	.	-3	7	-2	.	4
Cc1ccc(N(CC(=O)NC2CCCCC2)C(=O)CCC(=O)Nc2nccs2)cc1	16	1.0	-12	-4	-1	4	1	-14	-9
Cc1cccc2sc(NC(=O)c3cc(S(=O)(=O)N(C)C)ccc3N3CCCC3)nc12	-6	0.2	-4	-8	-6	-6	1	-4	5
CC(NC(=O)c1ccc(Cl)cc1)C1CC2CCC1C2 (stereo not given)	10	0.1	-5	7	-3	4	7	-21	-6
COCCCNC(=O)c1cccn2c(=O)c3cc4ccccc4cc3nc12	13	2.8	-3	-8	-3	24	13	-15	-22
Cc1ccc(S(=O)(=O)c2nnn3c2nc(N2CCN(c4ccccn4)CC2)c2ccccc23)cc1C	4	0.1	-4	-20	-3	1	1	-3	-3
CCn1nc(C(=O)Nc2ccc(Cl)c(S(=O)(=O)N3CCOCC3)c2)c2ccccc2c1=O	-16	0.5	-12	.	1	31	10	.	2
CCOCCc1c(O)nc(SC)[nH]c1=O	4	1.0	-6	-14	-1	-2	1	1	-18
COc1ccc(-n2ncc3c(N4CCCc5ccccc54)ncnc32)cc1	10	0.8	19	.	-6	.	.	.	-13
Cc1ccc(N2CC(C(=O)N3CCC4(CC3)CC(=O)c3ccccc3O4)CC2=O)cc1 (stereo not given)	-12	3.7	5	-11	-1	-12	2	-19	-8
COC(=O)c1ccc(=O)n(Cc2ccco2)c1	23	0.9	-11	-4	-4	-23	5	-1	-9
C=C(C)c1cccc(C(C)(C)NC(=O)N2CCN(C/C=C/c3ccccc3)CC2)c1	9	1.5	0	-10	-6	22	4	-32	-12
CCOC(=O)c1c(C)[nH]c(C)c1C(=O)CN1C(=O)NC2(CCC(C)CC2)C1=O (stereo not given)	-10	-1.3	-11	-11	-4	-4	0	-10	8
COc1ccc(Cl)cc1-c1cc(C(=O)NCc2cccc(Cl)c2)[nH]n1	3	0.9	-2	.	-6	-12	-1	.	4
COCCOC(=O)C1=C(C)NC(=O)NC1c1c(OC)ncnc1OC (stereo not given)	-5	-0.1	5	-8	-2	7	13	10	14
CCN1C(=O)[C@H]2[C@@H](c3ccc(C(F)(F)F)cc3)N[C@]3(CCCN(Cc4ccc(F)cc4)C3=O)[C@H]2C1=O	-1	0.1	-2	.	-6	-17	0	.	-3
CCOC(=O)C1=C(C)NC2=C(C(=O)C(C(=O)OCC)C(c3cccc(OC)c3)C2)C1c1ccccn1 (stereo not given)	11	1.2	-6	-1	-4	6	2	-29	-10
CSc1c(SCc2ccccc2)cnn(-c2ccccc2)c1=O	24	0.6	-25	-3	-4	-4	3	-34	-12

Screening results: PubChem BioAssay, The Scripps Research Institute Molecular Screening Center
